High-throughput results: PubChem BioAssay, several laboratories
STK33 inh: inhibitors of human STK33 kinase; Q9BYT3; purified STK33, MBP phosphorylation, ADP-Glo luminescence; inhibition, % at 10 µM; 320,000 compounds, 0.073% hits; AID 2661;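 active means inhibition at or above 25%, using the most active replicate where run in duplicate; inactive means inhibition below 25%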
Target sequence (Q9BYT3 whole entry, looked up): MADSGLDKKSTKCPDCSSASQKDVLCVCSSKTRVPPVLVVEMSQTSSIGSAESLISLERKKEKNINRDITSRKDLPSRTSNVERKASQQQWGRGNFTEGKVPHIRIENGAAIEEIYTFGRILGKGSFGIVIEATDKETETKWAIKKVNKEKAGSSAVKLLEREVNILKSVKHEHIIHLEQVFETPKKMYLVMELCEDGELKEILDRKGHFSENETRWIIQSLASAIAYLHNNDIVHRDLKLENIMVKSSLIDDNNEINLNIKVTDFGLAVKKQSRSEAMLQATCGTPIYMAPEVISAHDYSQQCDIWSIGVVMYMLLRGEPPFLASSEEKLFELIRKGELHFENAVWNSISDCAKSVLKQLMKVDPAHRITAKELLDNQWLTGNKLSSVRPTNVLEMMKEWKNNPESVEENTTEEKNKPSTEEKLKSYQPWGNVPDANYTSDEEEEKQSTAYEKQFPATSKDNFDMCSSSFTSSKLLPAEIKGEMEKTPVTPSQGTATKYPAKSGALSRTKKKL
OX1R antag-1: human HCRTR1 antagonism; O43613; CHO/OX1R cells, Fluo-8 calcium fluorescence, orexin A; inhibition, % at 5 µM; 330,000 compounds, 0.43% hits; AID 434989;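 active means inhibition above its plate's threshold, mean inhibition of all tested compounds on the plate plus 3 SD, cut at about 37% in these data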;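 further: 0% = orexin A challenge wells and 100% = SB-334867-A antagonist wells; not every result past the cut was called active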
Target sequence (O43613 whole entry, looked up): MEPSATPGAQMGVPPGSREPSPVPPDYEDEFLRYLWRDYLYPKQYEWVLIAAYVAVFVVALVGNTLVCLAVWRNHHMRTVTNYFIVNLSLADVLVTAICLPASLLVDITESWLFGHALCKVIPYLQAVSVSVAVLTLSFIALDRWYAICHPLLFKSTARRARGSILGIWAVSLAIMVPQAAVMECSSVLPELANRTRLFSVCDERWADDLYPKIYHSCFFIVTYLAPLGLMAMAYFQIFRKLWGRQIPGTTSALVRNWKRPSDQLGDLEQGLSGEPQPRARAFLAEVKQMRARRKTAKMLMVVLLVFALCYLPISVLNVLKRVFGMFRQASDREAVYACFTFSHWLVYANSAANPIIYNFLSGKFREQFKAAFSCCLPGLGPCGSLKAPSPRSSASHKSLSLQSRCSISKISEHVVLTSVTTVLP
OX1R antag-2: OX1R (human) antagonism | OX1R-expressing cells, FRET antagonist read-out | AID 485270 | inhibition, % at 6.6 µM | 330,000 compounds, 1.8% hits; in the data active means inhibition mostly above about 38%, no sharp cut-off; inactive means mostly below about 40%;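 further: 0% = agonist challenge alone and 100% = reference antagonist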
Active calls of the source: *; . = not tested or not shown; + = active, no number.

SMILES	STK33 inh	OX1R antag-1	OX1R antag-2
CCC(Oc1ccccc1OC)C(=O)Nc1ccc2c(c1)n(C)c(=O)n2C (configuration not stated)	-3.7	-16	13
C/C=C/C(=O)N[C@@H]1c2ccccc2CC[C@@H]1OCc1ccccc1	.	-17	6
O=C(CN1C(=O)NC(Cc2ccccc2)C1=O)Nc1ccc(F)c(Cl)c1 (configuration not stated)	0.0	-23	10
O=c1c2cc(Cl)ccc2oc2nc3n(c(=O)c12)CCCS3	-0.1	1	12
O=C(Cc1ccc(F)cc1)Nc1cccc2cccnc12	0.8	-21	21
Cc1nnc(SCC(=O)N2CCN(C(=O)c3ccco3)CC2)n1-c1ccccc1	-5.9	-2	13
Cc1n[nH]c(=S)n1/N=C/c1ccc(-c2ccccc2[N+](=O)[O-])o1	3.7	-20	68*
CCC1CCCCN1CCCNC(=O)C1CCCN(c2nn3c(=O)cc(C)nc3s2)C1 (configuration not stated)	-0.6	-17	10
Cc1c(CC(=O)N2CCN(C(=O)C3COc4ccccc4O3)CC2)c(=O)oc2c(C)c(O)ccc12 (configuration not stated)	-0.2	-27	2
CC(C)Cc1cc(C(=O)Nc2cc(Cl)ccc2Cl)no1	-0.2	0	13
CCN(CC)CCCNC(=O)Cn1cnc2ccc(S(=O)(=O)N3CCC(C)CC3)cc2c1=O	-1.7	-19	9
Cc1ccc(C(=O)N(CCN(C)C)CC2CCCN(Cc3ccccc3F)C2)cc1C (configuration not stated)	.	-33	5
COc1cc(C(=O)Nc2nc3ccccc3[nH]2)ccc1OC(F)F	4.4	-19	21
CCOC(=O)O[C@]1(C(=O)OCCl)CC[C@H]2[C@@H]3CCC4=CC(=O)C=C[C@]4(C)[C@H]3[C@@H](O)C[C@@]21C	-1.1	-1	12
CC(C)(C)c1cc(Cl)c(O)c(NC(=S)NC(=O)c2cccnc2)c1	-2.0	-36	11
CSc1nc(C)c(Oc2ccccc2)c(=O)n1C	-0.2	-16	17
COc1ccc(N2CCN(C(=O)CCS(=O)(=O)c3ccc(OC)cc3)CC2)cc1	-1.7	-16	12
CCOCCCn1c(=S)[nH]c2cc(C(=O)NCCN(CC)CC)ccc2c1=O	-0.5	-14	6
CCn1c(O)c(N=NC(=O)CNc2cccc(C)c2)c2ccccc21	-4.7	-5	46
O=C(c1ccccc1)N1CCN(CC(O)COC2CCCCC2)CC1 (configuration not stated)	-1.1	-7	22
CC1CCN(c2ncnc3c2cnn3-c2ccccc2)CC1	-2.0	-30	21
Cc1cc(C)n2nc(NCc3cccc(Br)c3)nc2n1	-2.5	-11	14
O=C(Nc1ccncc1)c1ccc(Cl)c(S(=O)(=O)N2CCCCC2)c1	1.0	-9	37
N#C/C(=C\c1cn(-c2ccccc2)nc1-c1cccnc1)c1nnc2n1CCCCC2	-0.4	-24	16
N#C/C(C(=O)NCc1ccco1)=C1/SC(Cc2ccc(Cl)cc2)C(=O)N1c1ccccc1 (configuration not stated)	0.9	-5	15
CCOC(=O)c1sc(=NC(=O)c2cccs2)n(C)c1C	-1.9	-30	4
CNC(=O)N1c2ccccc2NC(=O)CC1C (configuration not stated)	-0.7	-6	6
O=C(Nc1n[nH]c(=S)s1)c1ccc2ccccc2c1	3.3	2	3
COc1ccccc1CC(=O)Nc1cc2oc3ccccc3c2cc1OC	-1.5	-26	41
COc1ccc(OC)c(NC(=O)C2CCCN(S(=O)(=O)c3cccc4cccnc34)C2)c1 (configuration not stated)	0.1	-7	74*
CC(O)(C#CCN1CCCCCC1)c1ccccc1 (configuration not stated)	0.5	-25	8
CN(C(=O)c1ccc(NC(=O)Cc2ccc(NC(=O)C3CCN(C(=O)C4CCC4)CC3)cc2)cc1)C1CC1	-0.2	-10	-2
COC(=O)c1ccc(COC(=O)CNC(=O)c2ccc(OC)cc2)cc1	-0.3	-29	9
CC(=O)c1c(C)[nH]c(C(=O)NC(C)c2ccccc2)c1C (configuration not stated)	-0.4	-27	11
Cc1nnc(CN(C)C(=O)c2cc(COc3ccc(C)c(C)c3)on2)o1	0.0	-6	16
Cc1noc(C)c1COc1ccccc1C(=O)NNC(=O)C(C)Oc1ccccc1F (configuration not stated)	-1.9	-28	20
Cc1cc(C)c(S(=O)(=O)NC(CC(=O)O)c2cccc([N+](=O)[O-])c2)c(C)c1 (configuration not stated)	-1.2	-15	23
CCNc1oc(-c2ccc(OC)cc2)nc1S(=O)(=O)c1ccc(Br)cc1	-0.2	-18	-1
O=C(NC(Cc1ccccc1)C(=O)O)/C(=C\c1ccc(Cl)cc1)NC(=O)c1ccccc1 (configuration not stated)	-2.6	-14	16
NNC(=O)CNc1cccc(Cl)c1	-2.0	-15	10
Cn1ccs/c1=N\C(=O)Nc1cccc(C(F)(F)F)c1	0.2	-26	7
CC(C)c1ccc(/C=N/NC(=O)c2ccccc2Cl)cc1	0.1	-20	15
CCOC(=O)c1c(N)sc(C(=O)N2CCCCC2)c1C	-0.8	-17	4
O=C(c1cccc(C(F)(F)F)c1)N1CCOC12CCN(c1ncc(C(F)(F)F)cc1Cl)CC2	-1.2	-41	14
O=C1C2(CCC13COC(c1ccc(O)cc1)OC3)COC(c1ccc(O)cc1)OC2 (configuration not stated)	-0.1	-14	11
COc1ccc(Cl)cc1NC(=O)CN(C)C(=O)C1CC(=O)N(Cc2ccc(C)cc2)C1 (configuration not stated)	0.2	-50	20
Cc1onc(-c2c(Cl)cccc2Cl)c1C(=O)N/N=C(\N)COc1ccc(Cl)cc1	-0.4	-15	15
CCSc1nnc(-c2ccc(C)cc2)c2ccccc12	-1.5	-33	27
CC(=O)c1c(N2CCN(Cc3ccccc3)CC2)[nH]c(-c2ccccc2)nc1=S	2.6	-25	14
CCOc1ccccc1/C=C/c1onc(C)c1S(=O)(=O)N1CCC(C(=O)N2CCCCCC2)CC1	1.3	-29	-32
CC1CCN(C(=O)C2CCCCN2S(=O)(=O)c2cccc([N+](=O)[O-])c2)CC1 (configuration not stated)	-0.9	-19	13
NS(=O)(=O)c1ccc(NC(=O)COC(=O)COc2ccc(Br)cc2)cc1	.	-7	6
CCc1cc(-c2nc(N)ncc2-c2ccc(Br)cc2)c(O)cc1OC	3.2	-74	2
CC1Cc2nc(SCC(=O)c3ccccc3)n(Cc3ccccc3)c(=O)c2S1 (configuration not stated)	-1.6	-29	5
COc1cc(C2CC(c3cccnc3)=NN2c2ccc(F)cc2)cc(OC)c1OC (configuration not stated)	1.3	-26	15
CCOc1ncccc1C(=O)Nc1ccccc1F	-0.7	-18	20
CC(=O)Oc1ccccc1C(=O)Nc1ccccc1	-0.6	-15	13
Cc1nn(CC(=O)OCC(=O)Nc2cccc(S(N)(=O)=O)c2)c(C)c1[N+](=O)[O-]	-0.2	-1	6
CC(=O)CCC(=O)NC1CCCc2c1cnn2-c1ccc(C(C)(C)C)cc1 (configuration not stated)	-0.2	-4	0
CCN(CC)S(=O)(=O)c1cccc(C(=O)Nc2nnc(C)s2)c1	-1.0	0	10

More compounds:
SMILES	STK33 inh	OX1R antag-1	OX1R antag-2
O=C(NC1CCCN(Cc2ccc(Cl)cc2)C1)c1c(F)cccc1F (configuration not stated)	-1.2	-9	4
COc1ccc(/C=C2\C(=O)NC(=S)N2C(=O)c2ccc(F)cc2)cc1	-2.0	42	28
COc1ccccc1NC(=O)CSC(N)=O	-1.3	-14	19
CC(=O)NS(=O)(=O)c1ccc(NC(=O)/C=C/c2ccccc2)cc1	-0.5	1	14
CC(=O)Nc1nc(C(=O)Nc2c(C)n[nH]c2C)cs1	-1.4	-11	17
Cc1[nH]c2ccccc2c1/C=C/c1nc2ccccc2c(=O)[nH]1	0.4	-25	87*
COc1ccc(C(=O)O)cc1S(=O)(=O)NCc1cccnc1	-0.6	-5	-2
CCOc1ncccc1C(=O)N1CCN(S(=O)(=O)c2ccc3c(c2)OCCO3)CC1	-0.6	-14	6
CC(C)CC(=O)NNC(=O)C(C)C	-1.3	-13	7
COc1cc(CN2CC(=O)N(c3cccc(Cl)c3C)C2=S)cc(OC)c1OC	-2.0	13	27
CCN(CC)S(=O)(=O)c1cccc(NC(=O)Nc2cccc(C(F)(F)F)c2)c1	0.1	20	39*
COc1ccc(N(CC(=O)NCCSC2CCCCC2)S(=O)(=O)c2ccccc2)c(OC)c1	-0.7	-22	53

Part of the list above in order of formula weight, lowest first:
SMILES	STK33 inh	OX1R antag-1	OX1R antag-2
CC(C)CC(=O)NNC(=O)C(C)C	-1.3	-13	7
COc1ccccc1NC(=O)CSC(N)=O	-1.3	-14	19
CC(=O)Nc1nc(C(=O)Nc2c(C)n[nH]c2C)cs1	-1.4	-11	17
Cc1[nH]c2ccccc2c1/C=C/c1nc2ccccc2c(=O)[nH]1	0.4	-25	87*
COc1ccc(C(=O)O)cc1S(=O)(=O)NCc1cccnc1	-0.6	-5	-2
CC(=O)NS(=O)(=O)c1ccc(NC(=O)/C=C/c2ccccc2)cc1	-0.5	1	14
CCN(CC)S(=O)(=O)c1cccc(C(=O)Nc2nnc(C)s2)c1	-1.0	0	10
COc1ccc(/C=C2\C(=O)NC(=S)N2C(=O)c2ccc(F)cc2)cc1	-2.0	42	28
O=C(NC1CCCN(Cc2ccc(Cl)cc2)C1)c1c(F)cccc1F (configuration not stated)	-1.2	-9	4
CC(=O)CCC(=O)NC1CCCc2c1cnn2-c1ccc(C(C)(C)C)cc1 (configuration not stated)	-0.2	-4	0
COc1cc(C2CC(c3cccnc3)=NN2c2ccc(F)cc2)cc(OC)c1OC (configuration not stated)	1.3	-26	15
CC1Cc2nc(SCC(=O)c3ccccc3)n(Cc3ccccc3)c(=O)c2S1 (configuration not stated)	-1.6	-29	5
CCN(CC)S(=O)(=O)c1cccc(NC(=O)Nc2cccc(C(F)(F)F)c2)c1	0.1	20	39*
COc1cc(CN2CC(=O)N(c3cccc(Cl)c3C)C2=S)cc(OC)c1OC	-2.0	13	27
CCOc1ncccc1C(=O)N1CCN(S(=O)(=O)c2ccc3c(c2)OCCO3)CC1	-0.6	-14	6
COc1ccc(N(CC(=O)NCCSC2CCCCC2)S(=O)(=O)c2ccccc2)c(OC)c1	-0.7	-22	53

Continued:
SMILES	STK33 inh	OX1R antag-1	OX1R antag-2
Cc1ccc(S(=O)(=O)NC(C)C(=O)Nc2ccccc2C(=O)N2CCCC2)cc1 (configuration not stated)	-0.3	-24	13
O=C(Nc1ccccc1N1CCN(c2ccc(F)cc2)CC1)C12CC3CC(CC(C3)C1)C2	-2.7	-19	4
COC(=O)CCCCCCCCC(O)C[N+]1(C)CCOCC1 (configuration not stated)	-2.2	0	5
COC(=O)/C=C/C(=O)N1CCN(c2ccccc2C)CC1	-0.2	-9	3
CCC(=O)Nc1ccccc1Nc1cc(C#N)c(C#N)cc1[N+](=O)[O-]	-0.3	-17	+
O=C(Nc1nccs1)c1ccc(COc2ccccc2Cl)o1	-0.6	-27	32
Cc1cc(C(=O)CSc2nnc(NCc3ccccc3)s2)c(C)n1C	-1.2	-9	18
O=C(CCn1nc(-c2ccc(Cl)cc2)c2ccccc2c1=O)NCC1CCCO1 (configuration not stated)	-1.2	-19	11
CCOc1ccc(C(=O)NC2CCN(S(=O)(=O)c3ccccc3)CC2)cc1	-1.7	-17	2
O=S1(=O)CCC(NC(=S)Nc2ccc3ccccc3c2)C1 (configuration not stated)	-0.1	-1	32
COC(=O)c1ccc(NC(=O)Nc2ccc3c(c2)OCO3)cc1	-0.8	-7	11
Cc1ncc2c(n1)-c1cc(F)ccc1SC2	-0.7	-21	10
CC(C)(C)NCC(O)COCc1ccc(Cl)cc1 (configuration not stated)	0.6	-30	23
CCN1CCN(c2ccc(S(=O)(=O)N3CCCCC3)cc2NC(=O)c2cccc(Cl)c2)CC1	1.2	-14	12
CC(C)(C)c1csc(NC(=O)c2ccccc2O)n1	-0.9	20	48
Cc1cc2n(n1)C(c1ccco1)Nc1ccccc1-2 (configuration not stated)	3.7	-1	4
CCOC(=O)CC(=O)CSc1nc2c(cc1C#N)CCCCCC2	-1.4	-21	6
CC(C)N1CC(C(=O)Nc2ccc(S(=O)(=O)N3CCCCC3)cc2)CC1=O (configuration not stated)	-1.7	-4	20
CCOC(=O)N/N=C(/c1ccccc1)C1CCCCC1	-0.8	-7	24
NC(=O)c1ccsc1NC(=O)COC(=O)CCOc1ccccc1	-1.2	2	32
COc1cc2c(cc1OC)CN(C(=S)Nc1ccccc1)CC2	-0.8	-12	10
Cc1nn(CC(=O)N2CCN(Cc3ccccc3)CC2)c(=O)c2ccccc12	-0.1	-15	21
CN(C)c1ccc(-c2noc(C3CCN(S(=O)(=O)c4cccc(Cl)c4)CC3)n2)cc1	-1.4	-20	8
O=C(CN1C(=O)NC2(CCCC2)C1=O)Nc1cccc(Cl)c1	-0.6	-9	12
COc1ccc(C2C(C(=O)N3CCCCC3)CCC(=O)N2c2cc(OC)c(OC)c(OC)c2)cc1 (configuration not stated)	-2.3	-4	14
CC(=O)NNc1nc(-c2ccccc2)cs1	-2.2	-19	13
Cc1csc(NC(=O)CSc2nnc(C)n2Cc2ccco2)n1	-0.8	-16	7
C/C(=N/NC(=O)c1sc(NS(=O)(=O)c2ccccc2)nc1C)c1ccc(F)cc1	-0.4	-24	8
CC(C)n1cnnc1SCC(=O)NNC(=O)COc1ccc(Cl)cc1	-1.9	-10	18
O=C(NCCCN1CCOCC1)C1CCC(=O)N1C1CCCCC1 (configuration not stated)	-0.6	-10	2
Cc1cc(=O)[nH]c(SCC(=O)Nc2ccc(S(=O)(=O)N3CCCCC3)cc2)n1	-1.4	-5	8
Cc1cc2cc(C)c3nnc(SCc4ccccn4)n3c2cc1C	-0.8	-19	12
CCCn1c(C)cc(/C=C(\C#N)C(=O)OCC(=O)Nc2ccc(OC)c(Cl)c2)c1C	-0.2	-26	21
Cc1nc(NC(=O)CSc2nc(N)cc(N)n2)sc1C	0.0	7	10
